Assay outcomes from PubChem BioAssay.
CHRM4 antagonist = blocks acetylcholine activation of human M4 receptor | CHO-hM4 cells, ACh EC80, Fluo-8 calcium fluorescence | P08173 | hit rate 0.73% among 360,000 | inhibition, % at 3 µM | AID 624125;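 active means inhibition above its plate's cutoff, the mean inhibition of sample wells plus 3 SD, cut at about 27% in these data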;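 further: 0% = acetylcholine EC80 with DMSO and 100% = DMSO without agonist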
Target sequence (P08173 whole entry, looked up): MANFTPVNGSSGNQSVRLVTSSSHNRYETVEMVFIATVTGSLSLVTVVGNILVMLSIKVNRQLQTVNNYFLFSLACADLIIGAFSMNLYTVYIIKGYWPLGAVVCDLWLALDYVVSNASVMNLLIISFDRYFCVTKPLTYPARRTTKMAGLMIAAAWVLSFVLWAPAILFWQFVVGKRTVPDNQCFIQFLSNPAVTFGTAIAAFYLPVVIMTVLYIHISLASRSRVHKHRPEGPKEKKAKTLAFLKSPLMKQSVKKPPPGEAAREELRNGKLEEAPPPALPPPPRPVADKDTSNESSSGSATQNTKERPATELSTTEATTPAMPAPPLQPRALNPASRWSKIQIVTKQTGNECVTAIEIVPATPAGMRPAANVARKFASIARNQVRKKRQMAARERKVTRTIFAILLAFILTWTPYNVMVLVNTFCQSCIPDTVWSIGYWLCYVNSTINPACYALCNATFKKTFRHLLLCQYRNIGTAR
M1 PAM parental = M1 PAM counterscreen hit in parental CHO-K1 cells | ATP EC20, Fluo-8 calcium fluorescence; 0% at ATP EC20, 100% at ATP max | activation, % at 3 µM | hit rate 0.02% among 360,000 | AID 602247;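 active means activation above the run cutoff, the mean activation of all test compounds plus 3 SD, cut at about 40% in these data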;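 further: peak over basal fluorescence ratio in a 140 s read after ATP addition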
CHO-K1 Ca ag = counter-screen for M1 agonists: effect in parental CHO-K1 cells | Fluo-8 calcium fluorescence; scaled to maximal ATP response, vehicle zero | AID 602248 | hit rate 0.48% among 360,000 | activation, % at 3 µM; in the data active means activation above about 15%;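 further: untransfected CHO-K1 host cells lacking M1 receptor as counterscreen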
M5 ag = agonists of human muscarinic M5 receptor (CHRM5); P08912; CHO-K1 hM5 cells, Fluo-8 calcium fluorescence; 0% DMSO wells, 100% maximal acetylcholine response; activation, % at 3 µM; hit rate 0.19% among 360,000;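 active means activation above the run's mean over test compounds plus 3 SD, cut at about 23% in these data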;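 further: signal is peak over basal fluorescence ratio across the kinetic read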
Target sequence (P08912 whole entry, looked up): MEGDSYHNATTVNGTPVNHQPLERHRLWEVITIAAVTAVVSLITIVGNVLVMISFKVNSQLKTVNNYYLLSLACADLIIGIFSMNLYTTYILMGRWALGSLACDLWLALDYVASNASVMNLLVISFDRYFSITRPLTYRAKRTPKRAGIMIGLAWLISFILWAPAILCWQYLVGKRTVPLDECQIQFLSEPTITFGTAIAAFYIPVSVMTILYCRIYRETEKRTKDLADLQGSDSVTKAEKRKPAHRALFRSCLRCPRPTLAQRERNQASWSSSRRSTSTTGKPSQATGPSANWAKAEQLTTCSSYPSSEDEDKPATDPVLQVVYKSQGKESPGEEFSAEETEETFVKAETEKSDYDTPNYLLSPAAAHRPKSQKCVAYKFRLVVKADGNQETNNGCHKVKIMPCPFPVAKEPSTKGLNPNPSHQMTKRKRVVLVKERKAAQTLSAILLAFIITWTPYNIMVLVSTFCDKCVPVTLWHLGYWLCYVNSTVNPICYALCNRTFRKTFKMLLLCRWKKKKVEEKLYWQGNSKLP
CHRM4 agonist = CHRM4 agonism in calcium assay | activation, % at 3 µM | AID 624127 | hit rate 0.14% among 360,000 | CHO-K1 hM4/Gqi5, Fluo-8 calcium fluorescence; vehicle 0%, full acetylcholine response 100% | P08173;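 active means activation above the run mean over all test wells plus 3 SD, cut at about 32% in these data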;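 further: peak over basal fluorescence ratio per well then scaled between controls; 0% = DMSO wells and 100% = acetylcholine at EC100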
M4 PAM = potentiates acetylcholine response at human M4 receptor; P08173; CHO-K1 hM4/Gqi5, Fluo-8 calcium fluorescence, ACh EC20; 0% = ACh EC20, 100% = maximal ACh; activation, % at 3 µM; hit rate 0.4% among 360,000;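 active means activation above its plate's cutoff, the mean activation of sample wells plus 3 SD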; further: some results filed as inactive read as strong as hits
CHRM5 antagonist = CHRM5 antagonism in calcium assay | P08912 | CHO-hM5 cells, Fluo-8 calcium fluorescence, ACh EC80 | inhibition, % at 3 µM | hit rate 0.59% among 360,000 | AID 624040;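 active means inhibition above a per-plate cutoff, the mean of that plate's test compounds plus 3 SD, cut at about 27% in these data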;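 further: 0% = acetylcholine EC80 with DMSO and 100% = DMSO without agonist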
CHO-K1 Ca antag = M1 antagonist counterscreen hit in parental CHO-K1 cells; ATP-induced calcium, Fluo-8 fluorescence; inhibition, % at 3 µM; hit rate 0.6% among 360,000; AID 602250;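 active means inhibition above a per-plate cutoff, the plate's mean sample inhibition plus 3 SD, cut at about 24% in these data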;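 further: 0% = DMSO plus EC80 ATP and 100% = DMSO alone without ATP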
M5 PAM = potentiates acetylcholine response at human M5 receptor | hit rate 0.3% among 360,000 | CHO-K1 hM5, Fluo-8 calcium, ACh EC20 PAM; 0% = ACh EC20, 100% = ACh EC100 | activation, % at 3 µM | P08912;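 active means activation above the run cutoff, the mean activation of all test compounds plus 3 SD, cut at about 18% in these data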
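Assay system – human M5 receptor in CHO-K1 cells · Read-out – % activation, ACh-normalized · Technique – Fluo-8 calcium fluorescence · Dosing – single-point, 3 µM nominal · Incubation – Fluo-8 loading 80 min at 37 °C plus 30 min room temperature · Repeats – singlicate, one well per test compound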
Numbers without * were called inactive.

SMILES | CHRM4 antagonist | M1 PAM parental | CHO-K1 Ca ag | M5 ag | CHRM4 agonist | M4 PAM | CHRM5 antagonist | CHO-K1 Ca antag | M5 PAM
N=C1C(c2ccccc2)=C(O)CN1Cc1ccco1 | -5 | 21 | 0.1 | 2 | 1 | 5 | -10 | -7 | 9
O=C1OCCC1NC1=NCCC1 (stereo not drawn) | -1 | 9 | 0.0 | -1 | 0 | -1 | 5 | -3 | -2
COc1ccc(CC2C(=O)NC(C)C(=O)N(C)C3C(=O)N(C)C(Cc4ccc(O)c(c4)Oc4ccc(cc4)C3O)C(=O)NC(C)C(=O)NC(C)C(=O)N2C)cc1 (stereo not drawn) | -16 | 9 | 11 | 2 | 0 | 3 | 4 | 1 | -5
O=C(OCC(=O)c1ccc([N+](=O)[O-])cc1)/C(=C\c1ccc(Cl)cc1)NC(=O)c1ccccc1 | -1 | 10 | 2.9 | 4 | 14 | -7 | 16 | -11 | -16
O=C(c1ccc2c(c1)N(Cc1ccc(F)cc1)CCS2)N1CCC2(CC1)OCCO2 | -15 | 1 | 3.2 | -2 | 6 | 1 | 5 | -10 | 0
ON1C2CCCCC2N(O)C1c1ccccc1F (stereo not drawn) | 6 | 19 | 0.4 | 0 | 0 | 7 | -6 | -14 | -2
CCCCn1c(O)c(C(C)=NCc2cc(OC)cc(OC)c2)c(=O)[nH]c1=O | -1 | 19 | 3.0 | 1 | 6 | -1 | 10 | -4 | -10
N[C@@]1(C(=O)O)CC[C@@H](C(=O)O)C1 | -8 | 1 | -0.1 | 2 | 1 | -2 | -6 | 8 | 1
O=C1CC=C2C3CC4N(CCC45c4ccccc4N1C25)CC3=CCO (stereo not drawn) | 2 | 12 | 2.9 | -4 | 1 | -2 | 11 | -3 | 3
Cc1cccc(N2C(=O)NC(=O)/C(=C\C=C\c3ccco3)C2=O)c1 | -2 | 8 | 0.6 | 6 | 1 | -6 | -8 | -3 | 6
Cc1cccc(C)c1-n1nnnc1C(CCc1ccccc1)N1CCC2(CC1)C(=O)NCN2c1ccccc1 (stereo not drawn) | 15 | 14 | 0.5 | 3 | 0 | -3 | 9 | -10 | 4
COc1cc2c(cc1OC)CN(c1ccc([N+](=O)[O-])c(C(F)(F)F)c1)CC2 | 7 | 17 | 6.2 | 3 | 8 | -6 | 14 | 5 | -6
Cc1ccc(N2C(=O)NC(=O)/C(=C/C=C/c3ccco3)C2=O)cc1 | 9 | 8 | 3.6 | 1 | 1 | 5 | 6 | 4 | -2
C=Cn1ccnc1P(=S)(c1c(C)nn(-c2ccccc2)c1C)c1nccn1C=C | -15 | 21 | 0.2 | -4 | 2 | 6 | -3 | -21 | 3
CCCC1CCCCC12C(=O)NC(=O)NC2=O (stereo not drawn) | -6 | -1 | 0.2 | -1 | 1 | 6 | 5 | -9 | 1
CCOC(=O)C1CCN(C(C)C(=O)c2c(C)[nH]c3cc(C)ccc23)CC1 (stereo not drawn) | -3 | 18 | 2.9 | -5 | 2 | -7 | 2 | -2 | -4
CCC(=NCc1cccnc1)c1c(O)n(-c2ccccc2)c(=O)[nH]c1=O | 5 | -17 | -0.1 | -6 | 0 | 0 | 14 | 5 | -4
CC[C@H](C)[C@@H](C(=O)N1CCCC1c1nccs1)N(C)C(=O)[C@H](CC(C)C)N(C)C(=O)[C@H](Cc1ccc(OC)cc1)N(C)C(=O)/C=C(\C)OC (stereo partly drawn) | -11 | 7 | 0.9 | 0 | 2 | -3 | 12 | -2 | -8
Cc1ccc(Cl)cc1-n1c(O)c(C=NCCCN2CCOCC2)c(=O)[nH]c1=O | -2 | 9 | 0.4 | -1 | 1 | 2 | -7 | -4 | 2
CCC(=NCCCN(CC)CC)c1c(O)n(C2CCCCC2)c(=O)[nH]c1=O | -11 | 10 | 0.0 | -4 | 0 | 19 | 6 | 4 | -2
CN1C[C@H](CO)C[C@@H]2c3cccc4[nH]cc(c34)C[C@H]21 | -8 | -3 | -0.2 | -4 | 1 | -4 | 6 | -10 | -3
Clc1ccc2c(c1)C(OC1CN3CCC1CC3)c1ccccc1CS2 (stereo not drawn) | 99* | 25 | 11 | -2 | 16 | -42 | 99* | -8 | -18
CC1(C)CN=C(Nc2ccc(F)c(F)c2)S1 | -2 | 21 | 23* | 18 | 19 | -3 | 0 | -12 | -6
CC(C)CCC1(CN2CCCC2=O)C(=O)NC(=O)NC1=O | 6 | 13 | 0.4 | -2 | 0 | 2 | -3 | -9 | 3

Another view of some results above.
Values run as follows: CHRM4 antagonist | M1 PAM parental | CHO-K1 Ca ag | M5 ag | CHRM4 agonist | M4 PAM | CHRM5 antagonist | CHO-K1 Ca antag | M5 PAM
- Cc1ccc(N2C(=O)NC(=O)/C(=C/C=C/c3ccco3)C2=O)cc1
    9 | 8 | 3.6 | 1 | 1 | 5 | 6 | 4 | -2
- C=Cn1ccnc1P(=S)(c1c(C)nn(-c2ccccc2)c1C)c1nccn1C=C
    -15 | 21 | 0.2 | -4 | 2 | 6 | -3 | -21 | 3
- CCCC1CCCCC12C(=O)NC(=O)NC2=O (stereo not drawn)
    -6 | -1 | 0.2 | -1 | 1 | 6 | 5 | -9 | 1
- CCOC(=O)C1CCN(C(C)C(=O)c2c(C)[nH]c3cc(C)ccc23)CC1 (stereo not drawn)
    -3 | 18 | 2.9 | -5 | 2 | -7 | 2 | -2 | -4
- CCC(=NCc1cccnc1)c1c(O)n(-c2ccccc2)c(=O)[nH]c1=O
    5 | -17 | -0.1 | -6 | 0 | 0 | 14 | 5 | -4
- CC[C@H](C)[C@@H](C(=O)N1CCCC1c1nccs1)N(C)C(=O)[C@H](CC(C)C)N(C)C(=O)[C@H](Cc1ccc(OC)cc1)N(C)C(=O)/C=C(\C)OC (stereo partly drawn)
    -11 | 7 | 0.9 | 0 | 2 | -3 | 12 | -2 | -8
- Cc1ccc(Cl)cc1-n1c(O)c(C=NCCCN2CCOCC2)c(=O)[nH]c1=O
    -2 | 9 | 0.4 | -1 | 1 | 2 | -7 | -4 | 2
- CCC(=NCCCN(CC)CC)c1c(O)n(C2CCCCC2)c(=O)[nH]c1=O
    -11 | 10 | 0.0 | -4 | 0 | 19 | 6 | 4 | -2
- CN1C[C@H](CO)C[C@@H]2c3cccc4[nH]cc(c34)C[C@H]21
    -8 | -3 | -0.2 | -4 | 1 | -4 | 6 | -10 | -3
- Clc1ccc2c(c1)C(OC1CN3CCC1CC3)c1ccccc1CS2 (stereo not drawn)
    99* | 25 | 11 | -2 | 16 | -42 | 99* | -8 | -18
- CC1(C)CN=C(Nc2ccc(F)c(F)c2)S1
    -2 | 21 | 23* | 18 | 19 | -3 | 0 | -12 | -6
- CC(C)CCC1(CN2CCCC2=O)C(=O)NC(=O)NC1=O
    6 | 13 | 0.4 | -2 | 0 | 2 | -3 | -9 | 3

(further entries)
SMILES | CHRM4 antagonist | M1 PAM parental | CHO-K1 Ca ag | M5 ag | CHRM4 agonist | M4 PAM | CHRM5 antagonist | CHO-K1 Ca antag | M5 PAM
C=CCN1C(=O)NC(=O)C(Cc2ccc(OC)c(OC)c2)C1=O (stereo not drawn) | 2 | -6 | 0.2 | 1 | 0 | 15 | -3 | 7 | 1
CCCCC/C(=N\O)c1c[nH]c2ccccc12 | 2 | 2 | 0.5 | 2 | 0 | -3 | 2 | -13 | -5
CCc1ccc(NC(=O)C(C)OC(=O)c2c(C)nn(Cc3ccccc3)c2Cl)cc1 (stereo not drawn) | 9 | -15 | 0.1 | -2 | 0 | -7 | 7 | 22 | -1
Cc1cccc(C)c1NC(=O)c1cccn(Cc2ccc3c(c2)OC(F)(F)O3)c1=O | -3 | 20 | 1.9 | 0 | 1 | 6 | -3 | -4 | -1
COc1ccccc1N1CCN(Cc2cnc(-c3ccccc3)[nH]2)CC1 | -12 | -2 | 1.0 | -5 | 1 | -2 | 9 | -10 | -4
c1ccc(C2(N3CCCCC3)CCCCC2)cc1 | -4 | 7 | -0.2 | -6 | 1 | -10 | 5 | -4 | -16
CCN1CCN(c2ncnc3ccc(Br)cc23)CC1 | 4 | 20 | 0.8 | -15 | 1 | -4 | 5 | -5 | -22
Cc1nn(Cc2c(Cl)cccc2Cl)c(Cl)c1C(=O)O | -8 | 9 | -0.8 | -1 | 2 | 4 | 4 | -11 | -2
O=Cc1c(C(=O)O)n(Cc2ccc(Cl)cc2)c2ccccc12 | 5 | 21 | 0.9 | 0 | 0 | 3 | 2 | -7 | -4
Cc1ccccc1-c1nc(CS(=O)CC(=O)N2CCC3(CC2)OCCO3)c(C)o1 (stereo not drawn) | 4 | 7 | 0.3 | 1 | 0 | -3 | -2 | -1 | -4
Cc1cccc(CN2CCN(C(=O)Cc3ccccc3)CC2)c1 | -1 | 12 | 0.7 | -1 | 1 | -1 | 0 | -7 | -3
CCOC(=O)C1=C(N)OC(C)=C(C(=O)OCCOC)C12C(=O)Nc1ccccc12 (stereo not drawn) | -16 | 24 | 0.8 | -2 | 0 | 6 | -2 | -10 | 1
C[C@]12CCCCC1=CC(=O)C1C2CC[C@@]2(C)C1C[C@@H](F)[C@@H]2O (stereo partly drawn) | -6 | 13 | 2.0 | 3 | 5 | 0 | 14 | -21 | 2
COc1ccc(/C=C/C(=O)NC(=S)N2C[C@H]3C[C@H](C2)c2cccc(=O)n2C3)cc1OC | -14 | 6 | 0.1 | 0 | 1 | 5 | 1 | 1 | 1
CN1c2ccc([N+](=O)[O-])cc2CC2(C(=O)NC(=O)NC2=O)C1c1ccccc1 (stereo not drawn) | -6 | 3 | -0.4 | -2 | 1 | 6 | -1 | 1 | -1
O=c1[nH]c2ccccc2c(=O)n1-c1cccc(Cl)c1 | -3 | 0 | 0.3 | -1 | 2 | 0 | 2 | -7 | 5
O=C(Cn1cc(C(=O)c2ccccc2F)c2ccccc21)NC1CC1 | -11 | 14 | 0.2 | 3 | 1 | 1 | 5 | -13 | 2
CC[n+]1c(SC)ccc2cc(OC)ccc21 | 6 | 12 | 0.5 | -1 | 1 | 2 | -9 | -4 | 2
COc1ccc(-c2nn(CCC#N)cc2C(=O)Nc2ccc(C(C)=O)cc2)cc1 | -14 | 22 | 0.2 | 1 | 4 | 10 | -5 | -12 | 14
O=C(Nc1ccc(Cl)cc1)N1CC2CC(C1)c1cccc(=O)n1C2 (stereo not drawn) | 8 | -9 | 4.8 | 1 | 11 | -2 | 25 | 12 | -10
Cc1ccccc1C(=O)N1Cc2cnnn2-c2ccccc2C1C#N (stereo not drawn) | -21 | 12 | 0.4 | -2 | 0 | 16 | -9 | -5 | -2
O=P(NC1CCCCC1)(Oc1ccccc1)Oc1ccccc1 | -8 | 17 | 2.7 | -10 | 10 | -12 | 1 | -17 | -31
COc1cccc(C2(O)CCN(Cc3ccncc3)CC2)c1 | 0 | -8 | -0.4 | -5 | 1 | -1 | -6 | 24* | 5
C[N+](C)(C)CC(=O)O | -3 | 26 | -0.1 | 1 | 1 | 1 | -6 | -14 | 0
Cc1cc(C(=O)OC(C)C(=O)Nc2ccccc2)c(C)n1C1CC1 (stereo not drawn) | -8 | -5 | 0.1 | 0 | 1 | 2 | 5 | 13 | -1
CCOC(=O)c1cncn1C(C)c1ccccc1 (stereo not drawn) | -12 | 19 | 0.3 | 0 | 1 | 6 | -1 | -5 | -3

The list is partial (hit frequency here may not be typical).
